DAT uptake mod – modulates human dopamine transporter uptake under cocaine; Q01959; B-score at 10 µM; AID 449768; LLC-PK1 hDAT cells, [14C]-dopamine uptake with cocaine IC80; actives deviate in either direction; 110,000 compounds, 1.3% hits;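 active = Z score or B-score, a plate-position-corrected score, falls beyond the plate's 99.7% confidence bounds, in either direction; inactive = both scores lie inside the 99.7% bounds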;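 note: scored against the spread of the other compound wells on the same plate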
HUVEC tox IL1B – toxic to HUVEC cells under IL-1B stimulation; HUVEC cell count loss, Hoechst imaging, IL-1B stimulated; 94,000 compounds, 0.41% hits; cell count reduction, % at 2 µM; AID 845;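 active = cell count reduction more than 3 SD above the screen-wide mean, cut at about 70% in these data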;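 note: normalized per plate to untreated control cells as the no-loss baseline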
PLK1 inh – PLK1 (human) kinase inhibition; P53350; recombinant PLK1 kinase, TR-FRET peptide phosphorylation; inhibition, % at 10 µM; 97,000 compounds, 0.53% hits; AID 619;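 active = inhibition of 50% or more in the single-concentration screen; inactive = inhibition below 50%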;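 note: 0% = DMSO max control and 100% = H-89 dihydrochloride min control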
VCAM1 TNFa inh – reduces TNF alpha induced VCAM1 expression in HUVEC. inhibition, % at 2 µM. AID 802. 95,000 compounds, 0.48% hits. HUVEC TNFa-induced VCAM-1 immunofluorescence, high-content imaging;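 active = inhibition above the batch mean plus 3 SD, with images confirmed as a hit by eye, cut at about 37% in these data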;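 note: 0% = TNF-stimulated DMSO wells and 100% = unstimulated control wells; not every result past the cut was called active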
TNFa cytotox – toxic to HUVEC cells under TNF alpha stimulation. HUVEC TNFalpha-stimulated, Hoechst cell count, imaging. 93,000 compounds, 0.17% hits. cell count reduction, % at 2 µM. AID 848;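 active = cell count reduction exceeding the screen mean by over 5 SD, scaled to untreated wells per plate, cut at about 78% in these data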;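 note: cells counted after 24 h of TNF alpha exposure following the 1 h pretreatment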
F-actin modifier – cytoskeleton assembly modification. 91,000 compounds, 0.18% hits. AID 836. HUVEC TNFa F-actin phalloidin imaging, high content. inhibition, % at 2 µM;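 active = inhibition above the batch mean plus 3 SD and confirmed as a hit by visual image inspection, cut at about 30% in these data, passing the limit was not always enough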; note: strong numbers were not always called active
E coli WT exp – blocks growth of wild type E. coli BW25113; OD600 absorbance; 98,000 compounds, 0.15% hits; growth inhibition, % at 100 µM; AID 710;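 active = growth inhibition above about 50% at one test dose, limit read from the data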;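 note: growth measured after 20 h incubation at 37 °C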
sEH inhibitor – blocks human soluble epoxide hydrolase activity; AID 707; 91,000 compounds, 0.34% hits; P34913; inhibition, % at 2 µM; recombinant human sEH enzymatic activity assay; in the data active = inhibition above about 80%; note: values of inactives mirror those of a sister screen read the other way; many of its hits are not listed in these tables
Target sequence (P34913 whole entry, looked up): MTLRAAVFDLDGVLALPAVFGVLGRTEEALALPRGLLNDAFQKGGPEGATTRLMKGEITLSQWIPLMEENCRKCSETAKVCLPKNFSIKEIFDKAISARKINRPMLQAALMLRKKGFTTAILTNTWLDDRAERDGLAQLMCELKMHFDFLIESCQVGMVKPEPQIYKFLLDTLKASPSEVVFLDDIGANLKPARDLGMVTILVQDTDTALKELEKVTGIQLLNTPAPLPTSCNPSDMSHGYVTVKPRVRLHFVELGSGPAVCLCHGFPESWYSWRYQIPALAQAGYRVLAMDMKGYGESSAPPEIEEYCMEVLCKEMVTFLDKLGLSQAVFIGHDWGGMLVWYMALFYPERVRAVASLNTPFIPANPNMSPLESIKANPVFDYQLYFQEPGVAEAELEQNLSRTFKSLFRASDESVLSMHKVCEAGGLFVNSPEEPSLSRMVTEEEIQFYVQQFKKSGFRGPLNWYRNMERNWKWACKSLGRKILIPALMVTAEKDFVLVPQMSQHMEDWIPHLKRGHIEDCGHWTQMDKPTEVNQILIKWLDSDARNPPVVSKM
PLK1 PBD inh – inhibitors of human Plk1 polo box domain binding. 97,000 compounds, 0.13% hits. Plk1 PBD phosphopeptide binding, fluorescence polarization. P53350. inhibition, %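 (tested at about 20 µM)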; in the data active = inhibition above about 34%, passing the limit was not always enough
Active calls of the source: *; . = no result given.

SMILES	DAT uptake mod	HUVEC tox IL1B	PLK1 inh	VCAM1 TNFa inh	TNFa cytotox	F-actin modifier	E coli WT exp	sEH inhibitor	PLK1 PBD inh
COc1ccc(-c2cc(C(=O)OC3CCOC3=O)c3ccccc3n2)cc1 (stereo unspecified)	-0.59	0	-11	5	0	10	-4	-9	1
C=CCn1c(SCC(=O)Nc2cc(C)on2)nc2sc(C)c(C)c2c1=O	0.23	-51	1	18	-14	2	5	-15	10
CCn1c(SCC(=O)Nc2sc3c(c2C#N)CCCC3)nnc1-c1ccco1	-0.67	6	-12	18	11	-15	-9	12	-16
COc1ccc(CCNc2oc(-c3ccccc3OC)nc2C#N)cc1	1.4	-4	-11	33	-15	-15	-18	5	6
O=C(Nc1ccc(Oc2ccccc2)cc1)c1ccco1	-0.44	-17	-10	13	-16	10	15	40	-2
COc1ccc(S(=O)(=O)N2CCC(C(=O)NCc3ccco3)CC2)cc1	0.35	-14	-11	4	.	6	2	4	11
COC(=O)c1c(C)[nH]c(C(=O)OCc2ccc(F)cc2)c1C	-0.14	12	-15	0	-11	11	-2	2	-4
CCOC(=O)c1nc(C)n(-c2ccc(Cl)cc2)n1	-0.85	-9	-4	4	-20	16	9	0	-10
COc1ccc(OCC(O)CN2C(=O)NC(C)(C)C2=O)cc1 (stereo unspecified)	-0.98	-27	6	-20	-24	-3	4	.	-31
COC(=O)COc1ccc(S(=O)(=O)N2CCc3ccccc3C2)cc1C	0.36	3	-12	2	-14	6	-7	-10	-12
Cc1occc1-c1nnc(SCC(=O)N2CCN(c3ccccc3)CC2)n1C	0.48	-17	-12	-2	-13	-11	8	-14	15
COc1c(S(=O)(=O)N2CCN(c3ccc(F)cc3)CC2)ccc(Cl)c1Cl	1.3	15	-5	21	11	-13	-11	4	-8
Cn1c(SCC(=O)c2ccc3c(c2)OCO3)nnc1C1COc2ccccc2O1 (stereo unspecified)	0.65	-13	-7	1	-21	18	-13	12	-9
COc1ccc(OC)c(C(c2nnnn2CCC(C)C)N2CCN(C(=O)c3ccco3)CC2)c1 (stereo unspecified)	0.44	.	-9	12	2	-6	2	.	23
Cc1cc(C)c(C#N)c(SC2CCCCC2=O)n1 (stereo unspecified)	0.37	-3	-3	28	-17	-19	6	0	9
Cc1cc(C(=O)CN2C(=O)NC3(CCCCC3)C2=O)c(C)n1Cc1ccc2c(c1)OCO2	1.2	-8	-4	9	-7	5	-2	19	-14
N#CNC1=NCN(CCc2ccccc2)CN1	-1	-40	-3	11	-36	-22	7	.	30
C=C(C)CNC(=S)/N=c1\scc(C)n1CC	-1	10	-4	4	-41	6	.	8	23
CC(C)OCC(O)CN1CCNCC1 (stereo unspecified)	-0.13	-12	-6	24	0	-6	6	-23	-4
CC(C)(C)NC(=O)C(c1cccs1)N(CC1CCCO1)C(=O)Cn1nnc(-c2cccs2)n1 (stereo unspecified)	0.6	-8	-13	23	2	-8	3	-9	-13
CCCCC(c1nnnn1CC1CCCO1)N1CCN(Cc2ccccc2)CC1 (stereo unspecified)	-1.4	5	-10	-4	12	-14	.	-2	4
CC(Oc1ccc2oc(-c3ccccc3)c(C(=O)O)c2c1)C(=O)O (stereo unspecified)	0.48	-24	-13	4	0	-1	0	20	11
CCOC(=O)c1c(C)oc2c1cc(O)c1ccccc12	0.56	-7	-9	8	-24	.	4	-9	-17
O=C(CSc1nnc(CNC(=O)c2c(F)cccc2Cl)o1)Nc1ccccc1	-0.23	12	-10	-6	-23	17	7	4	-10
CC(Cc1cccs1)NC(=O)Nc1ccc(Cl)cc1 (stereo unspecified)	-1.7	-9	-15	-1	-24	-4	10	87*	-23
O=C(CNC(=O)c1cccs1)NC1=NCCS1	1.4	4	-8	6	-33	18	-6	8	-2
CC(=O)CCn1c(=O)n(CCC(C)=O)c(=O)n(CCC(C)=O)c1=O	0.33	39	-5	5	59	-49	.	-3	15
O=C(NCCC1=CCCCC1)NC12CC3CC(CC(C3)C1)C2	0.15	-208	-13	22	6	2	.	97*	-28
COCCSc1nnc(-c2cccc(C#N)c2)n1C	0.052	18	-10	-11	21	-22	-8	-4	-24
O=C1CC(C(F)(F)C(F)(F)C(F)(F)F)=Nc2ccccc2N1	0.62	-11	-10	-7	-30	8	.	-18	15
CCc1ccc(N(C(C)=O)C2C=CS(=O)(=O)C2)cc1 (stereo unspecified)	1.3	-51	-13	18	1	-15	-6	5	7
CCn1c(CC(=O)Nc2ccc(C)cc2)nnc1SCC(=O)N1CCN(c2ccccc2)CC1	1.3	-3	-13	-9	-10	-3	-9	-2	-8
COc1cccc(-c2nnc(NC(=O)c3ccc(S(=O)(=O)N4CCOCC4)cc3)o2)c1	0.63	-6	5	-4	-19	36	-4	-9	29
Cc1ccc(CSCC(=O)N/N=C/c2ccc(OCC(=O)Nc3ccc(C)cc3)cc2)cc1	.	1	-8	-1	-9	17	-1	19	5
Cc1oc(C(C)(C)C)cc1C(=O)Nc1cccc(/C=C/C(=O)O)c1	2.3	3	-13	-10	-9	-5	-2	-2	-27
CC1(C)CC(=O)c2c(noc2-c2ccccc2)C1	-1.2	-15	3	-29	-3	2	-2	-4	-19
COC(=O)COc1ccc(S(=O)(=O)N2CCN(c3ccccc3F)CC2)cc1	-0.66	22	-4	11	-27	7	-9	-1	-16
COC(=O)CSc1cc(C(F)(F)F)nc(-c2ccccn2)n1	0.19	-56	-14	5	-4	-2	-2	4	-15
CCCC(=O)NCCc1nc2ccccc2n1CCC	0.076	18	-14	-8	45	-8	4	-12	17
COc1ccc(CNC(=O)CN(CC2CCCO2)C(=O)CNS(=O)(=O)c2ccccc2)cc1 (stereo unspecified)	-1.1	18	-1	3	-4	15	5	-8	-6

In a second layout: results already given
SMILES: O=C(CNC(=O)c1cccs1)NC1=NCCS1
  DAT uptake mod = 1.4 | HUVEC tox IL1B = 4 | PLK1 inh = -8 | VCAM1 TNFa inh = 6 | TNFa cytotox = -33 | F-actin modifier = 18 | E coli WT exp = -6 | sEH inhibitor = 8 | PLK1 PBD inh = -2

SMILES: CC(=O)CCn1c(=O)n(CCC(C)=O)c(=O)n(CCC(C)=O)c1=O
  DAT uptake mod = 0.33 | HUVEC tox IL1B = 39 | PLK1 inh = -5 | VCAM1 TNFa inh = 5 | TNFa cytotox = 59 | F-actin modifier = -49 | E coli WT exp = . | sEH inhibitor = -3 | PLK1 PBD inh = 15

(more compounds)
SMILES	DAT uptake mod	HUVEC tox IL1B	PLK1 inh	VCAM1 TNFa inh	TNFa cytotox	F-actin modifier	E coli WT exp	sEH inhibitor	PLK1 PBD inh
CC(C)(C)C(=O)CC1(O)C(=O)N(Cc2ccc(Cl)cc2)c2ccccc21 (stereo unspecified)	1.2	-12	-3	25	14	-1	6	-3	9
Cc1ccc(Cl)cc1NC(=O)CSC(N)=O	0.21	-165	-20	14	-14	8	-6	10	6
Cn1c(Cn2nnc3ccccc32)nnc1SCC(=O)c1ccc(F)cc1	0.28	4	-9	6	31	14	2	-4	0
CC1CCN(c2nnc(NC(=O)Cn3c(=O)oc4ccccc43)s2)CC1	-0.074	-2	-5	11	-47	-1	1	.	3
O=C(Nc1ccccc1)N1C2CCC1CC(O)(c1cccnc1)C2 (stereo unspecified)	0.064	-15	-1	15	-13	.	4	-3	-12
Cc1ccc(OCc2ccc(C(=O)Nc3nc4ccccc4n3Cc3ccccc3)o2)c([N+](=O)[O-])c1	-0.22	2	-11	-16	-28	1	-11	-6	19
CCCS(=O)(=O)N1CCCC(C(=O)NCCc2ccc(OC)c(OC)c2)C1 (stereo unspecified)	0.013	-15	-6	25	-10	28	0	10	24
CCCCNC(=O)c1c[nH]c2ccc(S(=O)(=O)Nc3ccc(OCC)cc3)cc2c1=O	.	-31	34	.	.	.	3	.	11
CCOC(=O)/C(C#N)=C1/C=CN(C)C(C)=N1	-0.36	-47	-6	-14	-17	.	1	7	-8
O=C(Cn1ccc2ccccc2c1=O)NCCC(=O)Nc1cccnc1	-0.23	-20	2	11	-30	-3	6	.	-13
CCCn1nnc(NC(=O)c2ccccc2Br)n1	-1	-1	2	13	-15	9	0	6	5
Cc1ccc(OC(C)c2nnc(N)s2)cc1Cl (stereo unspecified)	0.37	92*	-4	-13	-16	-5	7	-15	0
Cc1ccccc1N1C(=O)C(Cl)=C(N2CCCCCC2)C1=O	-0.17	-23	-12	-6	-19	4	4	15	-16
Cc1nn(Cc2ccccc2Cl)c(C)c1NC(=O)CCCn1nc(C)c([N+](=O)[O-])c1C	3.2	-24	-11	-2	-3	-23	-2	5	-36
O=P(OC1CCS(=O)(=O)C1)(c1ccccc1)c1ccccc1 (stereo unspecified)	-1.3	-113	-10	7	-16	-14	-11	2	-15
N/C(=N\OC(=O)Nc1ccc(Cl)cc1)c1ncc(C(F)(F)F)cc1Cl	-1.3	-9	-9	11	-40	-1	7	19	-4
COc1ccc(-c2nc3c(c(=O)[nH]c(=O)n3Cc3ccccc3)n2Cc2ccccc2)cc1	-0.029	7	-9	-18	-13	-16	-8	-2	1
COc1ccc2c(CC(=O)OCC(=O)NC(=O)c3cccn3C)coc2c1	0.28	.	0	4	-14	-18	4	9	-16
FC(F)(F)c1cccc(OCCOCCn2cncn2)c1	0.081	4	-10	22	-3	0	-3	-1	-16
O=C(N/N=C/c1ccc2c(c1)OCO2)c1ccccn1	-0.016	0	1	-16	10	-10	-5	-5	2
COC(=O)c1cn(C)c2ccc(S(=O)(=O)N3CCCC3)cc2c1=O	-0.66	-3	1	.	.	.	1	.	0
CC1CN(S(=O)(=O)c2cccc(C(=O)OCc3cc(=O)oc4cc(O)ccc34)c2)CC(C)O1 (stereo unspecified)	-0.24	-23	-14	-7	2	2	-3	-3	-16

Entries listed so far containing an aryl thioether with sulfur outside any ring:
SMILES	DAT uptake mod	HUVEC tox IL1B	PLK1 inh	VCAM1 TNFa inh	TNFa cytotox	F-actin modifier	E coli WT exp	sEH inhibitor	PLK1 PBD inh
C=CCn1c(SCC(=O)Nc2cc(C)on2)nc2sc(C)c(C)c2c1=O	0.23	-51	1	18	-14	2	5	-15	10
CCn1c(SCC(=O)Nc2sc3c(c2C#N)CCCC3)nnc1-c1ccco1	-0.67	6	-12	18	11	-15	-9	12	-16
Cc1occc1-c1nnc(SCC(=O)N2CCN(c3ccccc3)CC2)n1C	0.48	-17	-12	-2	-13	-11	8	-14	15
Cn1c(SCC(=O)c2ccc3c(c2)OCO3)nnc1C1COc2ccccc2O1 (stereo unspecified)	0.65	-13	-7	1	-21	18	-13	12	-9
Cc1cc(C)c(C#N)c(SC2CCCCC2=O)n1 (stereo unspecified)	0.37	-3	-3	28	-17	-19	6	0	9
O=C(CSc1nnc(CNC(=O)c2c(F)cccc2Cl)o1)Nc1ccccc1	-0.23	12	-10	-6	-23	17	7	4	-10
COCCSc1nnc(-c2cccc(C#N)c2)n1C	0.052	18	-10	-11	21	-22	-8	-4	-24
CCn1c(CC(=O)Nc2ccc(C)cc2)nnc1SCC(=O)N1CCN(c2ccccc2)CC1	1.3	-3	-13	-9	-10	-3	-9	-2	-8
COC(=O)CSc1cc(C(F)(F)F)nc(-c2ccccn2)n1	0.19	-56	-14	5	-4	-2	-2	4	-15
Cn1c(Cn2nnc3ccccc32)nnc1SCC(=O)c1ccc(F)cc1	0.28	4	-9	6	31	14	2	-4	0

Assay outcomes: PubChem BioAssay, several laboratories
